# TWEAK-Fn14 inh: TWEAK-Fn14 signaling inhibition; actives 2% (n = 360,000); TWEAK-stimulated Fn14 reporter cells, luciferase luminescence, 8 h; inhibition, % at 10 µM; in the data active = inhibition above about 50%
# TRPM1 prom inh: inhibitors of MITF-driven TRPM1 promoter in melanoma cells. inhibition, % at 12.5 µM. SK-MEL-5 TRPM1 promoter luciferase, 24 h. actives 0.83% (n = 330,000);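 active = mean inhibition across replicates of 60% or more, whatever share of single replicates reaches that level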; note: values of inactives mirror those of a sister screen read the other way
# HIF-2a block: inhibitors of HIF-2a. 786-0 RCC cells HIF-2a reporter, luciferase luminescence, overnight. inhibition, % at 18.8 µM. actives 0.72% (n = 360,000). AID 624352;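 active = inhibition of the luminescence signal of 40% or more relative to plate controls, in a single-dose primary screen at 18.75 µM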
# CF NFkB block: blocks PAF-induced NF-kB reporter in cystic fibrosis cells | inhibition, % at 5 µM | KKLEB NF-kB-GFP reporter, GFP fluorescence overnight | actives 0.86% (n = 360,000) | AID 588850;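 active = at least 50% inhibition at 5 µM, scaled per plate between neutral and stimulator controls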;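 note: PAF is a Pseudomonas aeruginosa culture filtrate used as stimulus; plate controls were PAF-stimulated DMSO wells for no effect and unstimulated DMSO wells for full effect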
# hiPSC survival: enhancers of human iPSC single-cell survival. hiPSC single-cell survival, ATPlite luminescence; 100% = ROCK inhibitor wells, 0% = DMSO. survival enhancement, % at 20 µM. actives 0.044% (n = 360,000); in the data active = survival enhancement above about 18%;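 note: cells exposed to compounds for 16 hours before the ATP read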
# aDG glyco act: alpha-DG glycosylation activation; Pro5-aDG cells, alpha-DG glycosylation AlphaScreen (IIH6); 0% Pro5, 100% B10-LARGE cell signal; activation, % at 10 µM; actives 0.22% (n = 360,000); AID 624168;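 active = activation of at least 8% versus controls, or a plate z-score of at least 8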;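 note: Pro5 are CHO cells carrying HIG-tagged alpha-DG that lacks glycosylation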
# Peg3 promoter: Peg3 promoter activity inhibition; HeLa PEG-Prom luciferase reporter, luminescence, overnight; inhibition, % at 20 µM; actives 1.7% (n = 360,000); AID 588405;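 active = inhibition of at least 50% at 20 µM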
# NR2E3 ag-1: NR2E3 (human) agonism | Q9Y5X4 | inhibition of corepressor binding, % at 4.78 µM | actives 0.12% (n = 320,000) | GST-NR2E3/biotin-RetCOR TR-FRET, 1536-well | AID 2300;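 active = percent inhibition above the cutoff of mean plus 3 SD of all tested compounds, set per screening campaign, cut at about 20% in these data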;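 note: 0% = DMSO wells and 100% = biotin wells as full block of FRET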
# Target sequence (Q9Y5X4 whole entry, looked up): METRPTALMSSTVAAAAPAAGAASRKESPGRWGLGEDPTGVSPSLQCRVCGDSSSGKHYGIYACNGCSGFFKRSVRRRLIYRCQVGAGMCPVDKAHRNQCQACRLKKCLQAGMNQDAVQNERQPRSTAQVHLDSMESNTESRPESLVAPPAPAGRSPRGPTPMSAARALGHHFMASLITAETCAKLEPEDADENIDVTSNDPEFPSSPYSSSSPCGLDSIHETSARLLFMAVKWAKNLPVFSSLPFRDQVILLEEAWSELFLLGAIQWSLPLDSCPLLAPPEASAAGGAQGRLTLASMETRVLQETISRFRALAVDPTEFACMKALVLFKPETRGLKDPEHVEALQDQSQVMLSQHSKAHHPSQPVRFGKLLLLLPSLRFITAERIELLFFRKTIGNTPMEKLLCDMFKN
#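 Format: 1536-well format; test system: GST-NR2E3 and biotin-RetCOR proteins; read-out basis: percent inhibition of TR-FRET ratio; timing: 5 h incubation at 4 °C; detection: time-resolved FRET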
# NR2E3 ag-2: agonists of human NR2E3 nuclear receptor. actives 0.35% (n = 360,000). inhibition of corepressor binding, % at 3.98 µM. CHO-S Gal4-NCOR/VP16-NR2E3 two-hybrid, luciferase. Q9Y5X4. AID 602229;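 active = inhibition above the mean of all tested compounds plus 3 SD, cut at about 70% in these data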;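 note: 0% = DMSO with NR2E3 transfected cells and 100% = cells lacking NR2E3 construct; higher means lower luciferase signal from less NR2E3 corepressor binding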
# Shn3 3UTR inh: Schnurri-3 reporter inhibition in Clone20 osteoblasts; Clone20 osteoblast Shn3 3'UTR firefly luciferase, 24 h; inhibition, % at 12.5 µM; actives 0.52% (n = 360,000); AID 588674;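 active = mean inhibition of at least 75% with every replicate also reaching 75%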;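 note: 0% = median of neutral control wells and 100% = pilot-screen positive control compound; some compounds past the cut are filed as inactive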
# KKLEB tox: reduces viability of KKLEB cystic fibrosis airway cells; KKLEB CF airway cells viability, ATPlite luminescence, overnight; active compounds read low; cells stimulated with P. aeruginosa culture filtrate; actives 0.36% (n = 360,000); activity change (cytotoxicity), % at 5 µM;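 active = corrected activity change at or below -50% at 5 µM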
# * = called active by the depositor; / = not tested or not shown. Rows were taken by chance; 4.4% or so of the library scored in one or more.
# Fields: TWEAK-Fn14 inh, TRPM1 prom inh, HIF-2a block, CF NFkB block, hiPSC survival, aDG glyco act, Peg3 promoter, NR2E3 ag-1, NR2E3 ag-2, Shn3 3UTR inh, KKLEB tox
C[C@H](NC(=O)[C@@H]1CCCN1C(=O)[C@@H]1CCCN1C(=O)c1cccc(Cl)c1)c1ccccc1
  30.3, /, 11.6, /, -0.4, 0.1, /, /, 2.4, /, /
O=c1ccc(-c2nc3ccccc3n2Cc2ccccc2Cl)c[nH]1
  -10.3, -8.3, 10.2, -30.1, -1.1, 0.4, 9.9, 1.0, -3.5, 17.1, -12.2
Cc1sc(C(=O)NCc2cccnc2)c2nc(C)n(CC(=O)NCc3cccnc3)c(=O)c12
  4.9, -1.9, 10.4, -2.0, 4.4, 0.2, 7.3, 0.1, 6.0, -22.0, -7.9
COc1ccc(-c2c(C#N)c(N)nc3c2c(=O)n(C)c(=O)n3C)cc1
  -14.1, 5.9, 14.5, -13.3, 1.9, -0.1, 2.5, 2.0, -34.7, 4.6, -4.9
Cc1cc(C(=O)N/N=C/c2ccc(-c3ccccc3Cl)o2)n[nH]1
  6.3, -24.7, -185.9, -15.0, -0.6, -0.1, -119.4, -3.3, -75.8, -30.4, -5.6
CC(=O)COC(=O)CCc1nc2ccccc2[nH]c1=O
  12.7, 1.5, 5.9, -13.7, 0.5, -0.2, 17.6, 1.2, 11.7, 8.5, 1.9
Cc1ccc(N2C(=S)NC3c4ccccc4OC2(C)C3C(=O)N(C)C)cc1 (stereo not drawn)
  9.8, 1.5, 16.1, 2.3, 1.2, -0.1, 4.1, 0.7, -14.6, -17.4, -10.2
O=c1cnc(-c2ccc(Cl)cc2)cn1O
  7.3, 12.8, 18.4, 0.8, -0.6, -0.1, -7.2, 0.4, -2.5, 2.7, -18.3
Cc1nn2c(C)nc3sc4c(c3c2nc1=O)CC(C)(C)OC4
  -34.1, 8.8, 5.0, 8.9, -1.2, -0.1, 2.3, 5.4, -0.1, 3.2, -7.3
COc1ccccc1CNS(=O)(=O)c1ccc(Br)s1
  -2.6, -0.6, 8.1, -17.7, 1.0, 0.0, -0.4, 2.8, -8.0, -5.7, 6.2
C=CCOc1ccc(CN(C)c2ccc(S(=O)(=O)N3CCN(C)CC3)cc2[N+](=O)[O-])cc1
  6.7, 5.6, 8.0, 21.8, 1.9, 0.1, 1.8, 2.4, -4.0, 45.9, -8.3
COc1ccc(-c2ccc(CCC(=O)O)n2Cc2ccco2)cc1
  32.7, -2.4, 0.3, 8.1, -0.7, 0.2, 1.9, -2.2, -30.0, -26.1, 5.0
COc1ccc(CC(=O)Nc2ccc(-c3cn4ccccc4n3)cc2)cc1OC
  -20.0, -34.7, -48.0, -7.0, -1.9, 0.7, -33.2, 4.5, -66.6, -7.8, -1.3
COC(=O)c1cccc(Nc2c3c(nc4ccccc24)CCC3)c1
  4.5, 33.5, 29.6, -1.5, -0.3, 0.5, 25.9, /, -33.6, 41.5, -45.0
O=C(Nc1ccc(F)cc1F)c1cc2n(n1)C(C(F)(F)F)C1CCCCC1N2 (stereo not drawn)
  16.1, -31.8, -98.0, -3.1, 5.5, 0.1, -114.3, 3.2, -5.0, -27.7, 21.6
COc1ccc2c(c1)oc(=O)c1cc(OC)ccc12
  -64.0, -91.2, -253.6, -91.9, -3.4, 0.0, -344.7, 13.1, -84.5, -57.0, 2.9
CCN1CCCC1CNC(=O)c1cc(N)ccc1OC (stereo not drawn)
  -1.6, /, 21.1, 17.3, -0.7, 0.1, 6.0, 1.1, -17.7, /, -6.5
CSCC[C@H](NC(=O)NCc1ccccc1F)C(=O)O
  14.8, 9.0, 10.9, -1.4, -3.0, 0.0, 13.3, 4.5, 9.4, 0.2, 6.2
O=C1NC(=S)S/C1=C\c1ccc2ccccc2c1
  -1.9, -12.4, -289.2, 24.9, 0.0, 0.1, -173.8, 0.1, -29.5, -2.4, 5.0
O=C(COc1ccc(Br)cc1Cl)NC(=O)NCc1ccccc1
  -43.6, -10.5, -22.1, -12.9, 2.9, 0.0, -12.2, -1.5, -3.1, -17.7, -3.8
COc1ccccc1CNC(=O)C(Cc1c[nH]c2ccccc12)NC(=O)OCc1ccccc1 (stereo not drawn)
  24.0, -6.9, 25.6, 6.1, -0.9, -0.3, 39.2, 4.1, 25.8, 2.0, -16.0
COc1cc(NC(=S)NCCO)c(OC)cc1Cl
  15.1, -7.8, 15.0, -6.4, -0.3, -0.3, -5.6, -0.5, 2.4, -38.7, 6.5
CC(=O)NC(CC(=O)Nc1cc(Cl)ccc1-n1cncn1)c1ccccc1 (stereo not drawn)
  -1.5, 7.3, 11.4, -7.9, -0.4, 0.1, 0.4, -2.0, 12.5, 20.4, 8.9
CC(C(=O)Nc1ccc2c(c1)OCCO2)N(C)Cc1c(F)cccc1Cl (stereo not drawn)
  -15.3, -18.7, -105.9, 13.4, 0.4, 0.4, -45.7, 4.0, -55.5, 8.3, 12.6
COc1cc(NC(=O)CSc2ccc(-c3cccnc3)nn2)cc(OC)c1
  12.1, 7.8, 6.2, -10.3, 0.6, -0.1, -0.7, -0.9, -9.0, 21.7, 0.3
COc1cccc(OC)c1C(=O)NC(=S)Nc1ccc2oc(-c3ccncc3)nc2c1
  -18.6, -21.0, -17.0, 7.8, 0.0, 1.9, -1.5, -3.6, -10.3, 51.0, 2.8
O=C1/C(=C/c2cccs2)NC(=S)N1C1CC1
  9.0, -6.8, -13.1, -6.1, 0.6, -0.1, -19.5, -4.1, 0.0, 12.9, 4.8
CCCn1nc(NC(=O)C2CCCO2)c2cc3cc(C)ccc3nc21 (stereo not drawn)
  8.6, -30.0, -169.2, -4.0, -1.0, 0.8, -78.6, -4.2, -38.5, -14.7, 2.3
CC(=O)c1c(C)[nH]c(C(=O)NC2CCSc3ccccc32)c1C (stereo not drawn)
  0.3, -22.6, 0.3, -6.6, -0.4, 0.0, -7.0, 2.8, 24.3, 25.9, 3.9
COc1cccc(C(=O)c2c(C)c(CCC#N)n3ccccc23)c1OC
  10.7, 2.2, 17.5, -11.3, -1.7, -0.1, 12.7, -1.4, -14.3, 1.0, 0.0

# 2 records picked at random from those above, as already listed:
# Fields: TWEAK-Fn14 inh, TRPM1 prom inh, HIF-2a block, CF NFkB block, hiPSC survival, aDG glyco act, Peg3 promoter, NR2E3 ag-1, NR2E3 ag-2, Shn3 3UTR inh, KKLEB tox
COc1cc(NC(=S)NCCO)c(OC)cc1Cl
  15.1, -7.8, 15.0, -6.4, -0.3, -0.3, -5.6, -0.5, 2.4, -38.7, 6.5
CC(=O)c1c(C)[nH]c(C(=O)NC2CCSc3ccccc32)c1C (stereo not drawn)
  0.3, -22.6, 0.3, -6.6, -0.4, 0.0, -7.0, 2.8, 24.3, 25.9, 3.9

# Other entries.
# Fields: TWEAK-Fn14 inh, TRPM1 prom inh, HIF-2a block, CF NFkB block, hiPSC survival, aDG glyco act, Peg3 promoter, NR2E3 ag-1, NR2E3 ag-2, Shn3 3UTR inh, KKLEB tox
C[C@@H]1CN([C@@H](C)CO)C(=O)CCCn2nncc2CO[C@@H]1CN(C)C(=O)c1ccncc1
  3.1, /, 8.5, 8.5, 0.0, -0.1, -8.5, /, -46.6, 13.2, -16.1
Cc1noc(C)c1CCC(=O)NC1CCCN(Cc2ccc(CC(C)C)cc2)C1 (stereo not drawn)
  4.7, -10.8, 2.7, -0.1, -0.5, 0.6, -8.5, -0.1, 7.3, 33.5, 5.5
CC(=O)Nc1ccc(/C(N=Nc2ccccc2)=N/N=C(N)N)cc1
  -19.6, -2.0, -210.8, -25.3, 1.1, -0.1, -295.2, /, -147.9, -29.3, -0.6
CSCCC(NS(=O)(=O)c1ccc2c(c1)OCCO2)C(=O)N(C)Cc1ccc(F)cc1 (stereo not drawn)
  10.5, -5.7, 5.9, -19.9, -0.3, -0.2, 21.7, -3.7, -36.6, 3.4, 8.5
CCC(=O)OC1(C(=O)CCl)[C@@H](C)C[C@H]2[C@@H]3CCC4=CC(=O)C=C[C@]4(C)[C@@]3(F)[C@@H](O)C[C@@]21C (stereo partly drawn)
  3.7, -5.3, 25.7, 75.5*, -0.5, -0.3, 4.7, 5.8, -5.5, -3.7, -7.1
CN(CC(=O)Nc1ccc(Cl)c(C(F)(F)F)c1)C(=O)/C=C/c1ccco1
  20.7, -11.0, -23.5, -33.9, 0.2, 0.2, 2.2, -1.1, 11.2, -8.6, -1.5
CCOC(=O)c1[nH]c(C)c(/C(O)=C2\C(=O)C(=O)N(CCN(C)C)C2c2ccc(C)o2)c1C (stereo not drawn)
  12.6, 17.7, 9.2, -13.4, 2.3, 0.1, 13.0, -1.9, -2.9, -6.8, 4.9
CC(C)C[C@H](NC(=O)NCc1ccccc1Cl)C(=O)O
  -23.4, 15.5, 10.3, -1.9, -0.2, -0.2, 11.3, 1.8, 10.2, -5.1, 7.2
Cc1cccc(N(CC(=O)NCCSc2ccccn2)S(=O)(=O)c2ccccc2)c1
  16.5, -5.2, 19.2, 0.8, 0.2, 0.2, 23.5, -0.8, 3.6, -11.1, -7.0
O=C(c1cc(-c2cccc(Cl)c2)on1)N1CCN(c2ccc(F)cc2)CC1
  6.3, 5.8, -5.7, -0.1, -0.5, 0.0, 4.6, 1.4, -3.6, -12.7, -11.6
CNc1nc(SCC(=O)Nc2ccc(Cl)c(Cl)c2)nc(N2CCOCC2)n1
  -20.2, 3.4, 0.2, 17.3, -0.5, 0.4, -3.5, 3.0, -33.7, 18.0, -9.3
CN(C(=O)COC(=O)c1cc2ccccc2cc1O)c1ccccc1
  -12.7, -20.8, -54.7, -8.3, -2.8, 0.4, -43.0, /, -16.8, -3.0, -15.5
COc1cc(S(=O)(=O)N(Cc2ccc(C)cc2)C2CCCCC2)ccc1-n1cnnn1
  3.0, 12.7, 12.1, -2.5, -0.8, -0.2, 22.9, 6.5, -16.0, 24.7, -11.1
CCCCN(C)S(=O)(=O)c1ccc(C(=O)Nc2nnc(-c3ccco3)o2)cc1
  12.2, 20.9, 16.1, 3.2, -2.9, 1.5, 20.4, 5.7, -10.6, 35.4, 0.6
COc1cc(-c2cc(C(=O)N3CCCCCC3)c3ccccc3n2)cc(OC)c1OC
  -2.9, 9.6, -10.0, -10.3, -0.5, -0.1, 1.1, /, -1.7, -12.4, 4.4
CCOC(=O)C1=C(N)Oc2cc(C)oc(=O)c2C1c1cccnc1 (stereo not drawn)
  21.9, 3.4, 9.9, -5.5, -0.2, -0.1, 5.8, 2.8, 12.2, 15.3, 2.1
CC(C)(C)NS(=O)(=O)c1cnc(Cl)c(Cl)c1
  -5.5, -1.6, -0.2, -7.3, 6.2, -0.1, 8.6, 0.8, -4.6, -3.1, 1.1
CC(C)c1cc(NCCCN2CCOCC2)n2c(nc3ccccc32)c1C#N
  -27.6, -1.5, 14.8, -11.7, 4.1, -0.2, 17.0, 2.4, 7.6, -17.9, -6.5
CCOc1ccc(CCNC(=O)CN2CCN(Cc3ccccc3C)C2=O)cc1OCC
  -1.1, 4.9, 4.7, 4.2, 1.2, -0.2, 11.2, 3.7, -29.4, 0.9, -13.8
CC(C)(C)CC(=O)NCCCCCCNC(=O)CC(C)(C)C
  -5.6, 2.1, 15.2, 17.4, -1.8, 0.2, 2.8, 0.1, -16.1, -4.0, -7.7
CCOCCCNC(=O)c1ccccc1SC
  1.6, 2.4, -4.5, -13.4, 2.5, 0.1, -6.3, 0.0, 3.3, -13.2, 7.7
